Screening results from PubChem BioAssay.
TcdB GH inh = inhibitors of Clostridioides difficile toxin B glycohydrolase; P18177; TcdB glycohydrolase enzymatic assay, plate reader; inhibition, % at 9.99 µM; 350,000 compounds, 0.24% hits; in the data active = inhibition above about 10%
3CLpro inhibitor = SARS-CoV 3CLpro protease inhibition; AID 1706; recombinant SARS-CoV 3CLpro, quenched FRET peptide cleavage; inhibition, % at 6 µM; 290,000 compounds, 0.14% hits; P0C6X7; in the data active = inhibition above about 12%
PfHsp40 rescue = rescue of PfHsp40-mediated yeast toxicity. S. cerevisiae expressing PfHsp40, growth rescue, ATP luminescence. growth rescue, % at 12.5 µM. 340,000 compounds, 0.68% hits; in the data active = growth rescue above about 28%, passing the limit was not always enough; inconclusive = no clear call, values can overlap the other calls;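 also: yeast W303a lacking pdr1 and pdr3 grown in galactose medium; growth measured after three days at 30 °C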
Rv3671c inh = inhibitors of M. tuberculosis serine protease Rv3671c. inhibition, % at 5.96 µM. 320,000 compounds, 0.048% hits. P9WHR9; in the data active = inhibition above about 38%;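 also: extracellular domain of Rv3671c used as enzyme; 0% = enzyme with DMSO and 100% = no enzyme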
VHR inh abs = inhibitors of human VHR1 phosphatase (DUSP3); recombinant VHR phosphatase, pNPP absorbance; inhibition, % at 13.3 µM; 290,000 compounds, 0.52% hits; AID 1654; in the data active = inhibition above about 50%; also: some compounds called inactive have numbers as strong as hits
Target sequence (P51452 whole entry, looked up): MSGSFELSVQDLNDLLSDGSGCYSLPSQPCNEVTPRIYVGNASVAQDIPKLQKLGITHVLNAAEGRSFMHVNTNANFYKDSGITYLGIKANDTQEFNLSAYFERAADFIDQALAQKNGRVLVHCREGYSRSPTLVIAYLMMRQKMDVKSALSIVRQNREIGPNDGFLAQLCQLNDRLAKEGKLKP
SSB-PriA inh = blocks PriA binding to SSB C-terminal tail | AlphaScreen SSBct-PriA binding, biotinylated peptide | inhibition, % at 33 µM | 430,000 compounds, 0.6% hits; in the data active = inhibition mostly above about 37%, no sharp cut-off; inactive = mostly below about 20%;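 also: plate controls were negative control peptide for no effect and reference peptide for full effect; strong numbers were not always called active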
Anthrax LF inh2 = inhibitors of Bacillus anthracis lethal factor protease | 360,000 compounds, 0.12% hits | multiplex microsphere protease cleavage assay, LF | inhibition, % at 10 µM; in the data active = inhibition above about 30%; inconclusive = no clear call, values can overlap the other calls; also: plate controls were buffer without enzyme for full effect and enzyme alone for no effect
Target sequence (P15917 whole entry, looked up): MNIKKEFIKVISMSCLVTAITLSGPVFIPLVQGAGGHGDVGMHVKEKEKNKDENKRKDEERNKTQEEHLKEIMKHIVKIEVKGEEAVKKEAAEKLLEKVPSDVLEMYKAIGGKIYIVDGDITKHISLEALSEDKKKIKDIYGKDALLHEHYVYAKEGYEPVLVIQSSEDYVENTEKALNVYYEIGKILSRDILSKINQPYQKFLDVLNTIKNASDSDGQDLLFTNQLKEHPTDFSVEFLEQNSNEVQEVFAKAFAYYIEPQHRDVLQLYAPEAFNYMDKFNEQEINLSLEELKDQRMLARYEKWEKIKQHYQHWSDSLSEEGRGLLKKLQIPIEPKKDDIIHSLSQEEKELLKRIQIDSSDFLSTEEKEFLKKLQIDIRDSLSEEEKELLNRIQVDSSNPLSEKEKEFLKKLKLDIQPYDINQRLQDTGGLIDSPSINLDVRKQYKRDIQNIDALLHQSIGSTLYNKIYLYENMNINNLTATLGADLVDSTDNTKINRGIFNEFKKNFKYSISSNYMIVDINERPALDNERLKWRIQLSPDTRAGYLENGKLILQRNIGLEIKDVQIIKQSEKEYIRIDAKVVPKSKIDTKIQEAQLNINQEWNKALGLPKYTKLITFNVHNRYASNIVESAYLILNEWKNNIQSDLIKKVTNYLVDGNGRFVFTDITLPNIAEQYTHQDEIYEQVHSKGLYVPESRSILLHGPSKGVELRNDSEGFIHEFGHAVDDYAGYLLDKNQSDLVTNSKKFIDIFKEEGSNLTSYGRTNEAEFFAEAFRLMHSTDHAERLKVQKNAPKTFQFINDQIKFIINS
MazF activator = increases E. coli MazEF RNase cleavage of RNA | P0AE70 | FAM/BHQ RNA-DNA oligo cleavage fluorescence, 5 h | activation, % at 20 µM | 350,000 compounds, 0.32% hits | AID 504720; in the data active = activation above about 50%
Yp Topo-I inh = Y. pestis Topo-I inhibition via cleavage products; AID 504884; 360,000 compounds, 0.064% hits; activity, % at 10 µM; Y. pestis Topo-I cleavage product accumulation, plate reader; in the data active = activity above about 50%, passing the limit was not always enough; inconclusive = no clear call, values can overlap the other calls; also: inactives centre near 2
Vc quorum ag = induces V. cholerae light production without autoinducers; V. cholerae BH1578 lux reporter, luminescence, 6 h; activation, % at 18.7 µM; 350,000 compounds, 0.16% hits; in the data active = activation mostly above about 9.7%, no sharp cut-off; inconclusive = no clear call, values can overlap the other calls; inactive = mostly below about 3.7%; also: not every result past the cut was called active; inactives centre near 0; reference of the scale not given here
* = called active by the depositor; i = inactive; u = inconclusive; x = no result given; & = joins results of further samples.

SMILES	TcdB GH inh	3CLpro inhibitor	PfHsp40 rescue	Rv3671c inh	VHR inh abs	SSB-PriA inh	Anthrax LF inh2	MazF activator	Yp Topo-I inh	Vc quorum ag
O=C(c1ccccc1[N+](=O)[O-])N1CC2C3C=CC(C3)C2C1 (stereo not drawn)	1.0	3	-0.9	-4	12	-11	2	-14	2	1.8
O=C1CC(=Nc2ccc([N+](=O)[O-])cc2)NN1c1c(Cl)cc(Cl)cc1Cl	3.1	x	x	x	x	x	-1	-10	-11	-4.8
Brc1ccc(-c2noc(CCc3ccccc3)n2)cc1	x	1	1.2	7	x	-9	-2	-7	8	-0.1
CC1(C)CC(C)(O)P(=O)(c2ccccc2)O1 (stereo not drawn)	x	0	0.5	-7	-6	-25	-2	1	1	2.0
O=C(NNC(=O)C12CC3CC(CC(Cl)(C3)C1)C2)c1csc(N2CCOCC2)n1	1.1	4	-0.1	-3	-7	-5	2	3	-7	-0.1
COc1ccc(N2CCN(C(=O)COC(=O)c3c(-c4ccccc4)noc3C)CC2)cc1	0.8	x	0.2	7	x	16	u	-3	17	-0.6
CC(C)C[C@H](NC(=O)NC(C)C)C(=O)O	x	-4	0.6	5	-1	-24	-4	4	-11	1.4
Cc1cc([N+](=O)[O-])nn1CCCC(=O)Nc1cc(Oc2ccccc2)cc([N+](=O)[O-])c1	x	-2	2.7	-10	-30	10	-1	5	8	-0.2
CC1Cc2ccccc2N1C(=O)c1cnsn1 (stereo not drawn)	x	-2	-1.8	6	-12	-5	0	10	-5	-0.3
COc1ccc2c(c1)OC[C@H]1[C@H]2N2C(=O)CNC(=O)[C@@]2(C)[C@H]1c1ccccc1	-0.1	x	x	-2	x	-12	x	0	x	x
Cc1ccc(S(=O)(=O)N2CCC(C(=O)NCCCn3ccnc3)CC2)cc1	1.9	-2	2.0	2	26	-11	-3	3	5	-0.2
CCS(=O)(=O)N1CCN(C(=O)c2ccccc2)CC1	x	3	-0.5	-1	18	1	1	-3	4	-2.0
COc1ccc(-c2cc(=O)c3cc(O)ccc3o2)cc1	0.4	-4	0.0	-6	16	5	5	-19	14	-0.7
CCOC(=O)c1ccc(CSc2nnc(C)n2N)o1	x	5	-0.2	-5	19	-10	8	6	-6	i
COc1ccc(N=C(C)c2sc3ccccc3c2O)cc1	0.4	-1	-1.1	-5	21	-6	0	-11	4	i
Cc1nc2c(cnn2-c2ccccc2Cl)c(=O)n1-c1ccc(C(C)C)cc1	x	2	0.2	5	-10	2	-2	8	22	-3.2
C=CCn1c(C)cc(-c2csc(N)n2)c1C	x	0	0.0	1	6	15	-54	7	-28	i
COc1ccc(S(=O)(=O)N(C)CC(=O)Nc2ccccc2C(F)(F)F)cc1Cl	x	1	1.7	5	33	-5	-3	0	-2	-0.5
c1cc2c3c(cccc3c1)C(N1CCCCC1)=N2	x	7	0.7	-2	32	8	2	-18	-3	0.9
Cc1cccc(C(CC(=O)O)n2cccc2)c1 (stereo not drawn)	x	-3	-2.0	0	9	-2	1	-3	2	0.7
O=C(Nc1cccc(-c2cnc3ccccc3n2)c1)c1ccccc1	x	4	0.7	1	32	-6	-1	-11	1	-0.5
O=c1c2ccccc2ncn1CCOCCOc1cccc(Br)c1	1.1	-1	-0.9	3	-6	-6	0	-4	6	-0.1
CCOc1ccc(Nc2cc(C)nc3nc(C)nn23)cc1	0.4	4	-0.9	7	19	-1	-7	6	9	-0.3
c1ccc(CCNc2cc(-c3ccc4ccccc4c3)nc3ccnn23)nc1	2.1	x	x	x	x	x	-3	x	-9	-0.9
COc1cc(C)ccc1OCC(=O)Nc1ccccc1N1CCOCC1	-0.2	x	1.0	-2	x	-20	0	-4	13	i
COc1ccc(NC(=O)c2sccc2OS(=O)(=O)N(C)C)cc1	0.4	1	-1.3	0	13	-6	1	-2	-9	i
O=C(/C=C/c1ccccc1)NCC(=O)N/N=C\c1cccnc1	0.9	1	-0.3	0	-7	x	1	5	2	-0.3
CN(C)CCN(C(=O)CN1C(=O)c2ccccc2C1=O)c1nc2cc3c(cc2s1)OCO3	2.9	-2	1.5	5	-15	14&-1	0	23	7	-0.4
Fc1ccccc1-c1nc2ccccc2[nH]1	1.4	0	-1.1	-5	15	-16	-5	5	0	-0.2
O=c1oc(-c2cccs2)nc2ccc(Br)cc12	x	-5	0.9	-2	30	-10	0	-1	2	3.3
O=C1c2ccccc2NC(c2ccc(-c3ccc(Br)cc3)o2)N1O (stereo not drawn)	-1.1	6	0.4	-1	-11	-4	-3	-6	1	-0.3
Cc1cc2nc(-c3cccnc3SCC(=O)NCc3ccco3)[nH]c2cc1C	1.4	0	-2.7	-14	x	-11	2	-5	2	i
COc1ccc(CCNC(=O)C2CCN(S(=O)(=O)c3cc(OC)ccc3OC)CC2)cc1	x	-4	0.5	-2	1	-8	1	3	27	2.4
O=C(c1ccc(N2CCCC2=O)cc1)N1CCN(c2ccc(Cl)cc2)CC1	-0.1	-1	-0.1	4	10	-2	-2	-1	15	-1.3
O=C(O)CCn1c(SCCc2ccccc2)nc2ccccc21	1.4	x	-0.6	-1	x	-4	x	-2	5	-0.8
CN(C)/C=N/c1cc(=O)n(Cc2ccccc2)c(=O)n1C	-2.2	2	-0.9	-2	1	x	-2	8	2	-1.2
Cc1ccc(OP(=O)(NC(C)c2ccccc2)Oc2ccc(C)cc2)cc1 (stereo not drawn)	0.0	0	-0.1	-3	7	-6	8	-2	20	0.0
CC1C/C(=C/c2ccccn2)C(=O)/C(=C/c2ccccn2)C1 (stereo not drawn)	x	-2	1.2	-6	28	-6	-1	5	5	-0.4
CCN(CC)c1ccc(S(=O)(=O)N2CCCCC2)cc1NC(=O)C1CSC2(C)CCC(=O)N12 (stereo not drawn)	1.5	x	-1.1	-3	x	-4	4	-3	-9	-0.2
Cc1ccc(NC(=O)c2c(C(=O)Nc3ccccc3)sc3nc(C)cc(=O)n23)cc1	1.4	4	-1.6	-16	20	-8	2	-5	9	-0.4
Cn1c(=O)n(C)c2cc(NC(=O)c3ccc(F)cc3)c(Br)cc21	-0.3	-2	0.0	-3	8	-3	1	-1	14	1.9
CC(=O)Nc1cccc(NC(=O)CSc2nccn2Cc2ccccc2)c1	0.4	-1	-1.7	-6	6	0	-2	4	15	-0.7
O=C(CN1CCC(n2nnc3cc(C(F)(F)F)ccc32)CC1)NCc1cccs1	x	-1	1.4	-2	27	5	-5	7	19	-5.0
CN(C)CCCOc1cccc(Cl)c1	x	4	-2.6	3	4	-15	-1	1	-4	-1.5
O=C(NNc1ncnc2c1cnn2-c1ccc(F)cc1)c1ccco1	5.7	-1	-1.5	2	-5	-11	-1	-1	-6	-0.2
COc1ccccc1NS(=O)(=O)c1cccc(C(=O)N2CCN(C/C=C/c3ccccc3)CC2)c1	-0.2	0	-0.3	-6	15	6	0	4	37	2.9
O=C(CN1C(=O)c2cccnc2Oc2ccc(Cl)cc21)NC1CCCC1	-0.5	3	-0.8	-8	-12	3	-1	-2	7	i
CCOC(=O)CN1C(c2ccccc2O)Nc2ccc(Br)cc2C1c1ccccc1 (stereo not drawn)	1.4	1	0.5	-7	3	12	-2	11	1	i
Cc1c(C)n(CC(O)CNc2ccccc2)c2ccccc12 (stereo not drawn)	1.7	2	12	6	-5	30	-6	3	-7	-0.4
CCN(Cc1ccncc1)C(=O)Cc1cccs1	0.8	-3	0.6	-3	22	-1	-5	11	4	i
CCCCn1c(N)c(N(CCOC)C(=O)CCCc2cccs2)c(=O)[nH]c1=O	0.1	x	0.1	1	x	0	0	-2	2	5.0
O=C(Nc1nncs1)C1CC(=O)N(C2CCCC2)C1 (stereo not drawn)	1.0	-2	2.0	6	32	-14	-1	-4	-3	-3.6
Cc1ccc(C(=O)N2CCC(C(=O)NCc3cccnc3)CC2)cc1	x	4	0.1	7	18	-3	-5	5	-8	-2.2
COc1ccc(NS(=O)(=O)c2cccc(C(=O)Nc3cccc(C(=O)O)c3)c2)cc1	-0.9	8	-1.2	-2	-23	-11	-10	-2	-2	-0.3
OCC1OC(n2cnc3c(SCc4ccccc4)nc(NO)nc32)C(O)C1O (stereo not drawn)	0.5	x	x	x	x	x	-2	10	-9	-0.7
O=C(NC1CC1)c1nc(Cn2ccc([N+](=O)[O-])n2)no1	-1.0	-2	0.0	-8	22	-25	12	10	1	-0.4
O=C(O)CC1S/C(=N\N=C2CCCCCCC2)N(c2ccccc2)C1=O (stereo not drawn)	3.3	0	0.7	-6	13	x	-7	8	10	-0.2
N/C(CC(=O)Nc1cccc(C(F)(F)F)c1)=N/O	x	0	-0.9	3	15	x	-3	-1	1	6.7
COc1ccc(Cl)cc1NC(=O)N1CCC(C)CC1	3.3	-4	-0.7	-5	15	-16	-2	-7	4	1.2
CCCNC(=O)CS(=O)Cc1nc(-c2ccc(OC)cc2)oc1C (stereo not drawn)	-4.4	1	0.7	9	15	-2	-4	8	6	i

Next results
SMILES	TcdB GH inh	3CLpro inhibitor	PfHsp40 rescue	Rv3671c inh	VHR inh abs	SSB-PriA inh	Anthrax LF inh2	MazF activator	Yp Topo-I inh	Vc quorum ag
Cc1ccc(-c2csc(NC(=O)c3cccs3)n2)cc1	x	7	0.8	-2	10	-9	-3	19	-4	i
COC(=O)c1c(NS(=O)(=O)c2ccc3ccccc3c2)sc2c1CCCC2	x	-1	-0.3	-11	14	-4	-4	-3	-7	i
COc1ccc(S(=O)(=O)N2CCOCC2)cc1C(=O)NC1CCCCCC1	0.3	x	0.1	-4	x	-6	-3	2	13	i
CSc1c(CC(=O)Nc2ccccc2Cl)n(Cc2ccccc2)c2ccccc12	x	-3	-0.3	4	10	-1	2	0	1	i
O=C(Nc1ccc(F)c(Cl)c1)c1cc(C2CCCN(S(=O)(=O)c3ccccc3)C2)on1 (stereo not drawn)	1.8	x	x	x	x	x	-10	x	21	-0.4
CCOc1ccccc1Nc1nc(N)nc(CN(C)C2CCCCC2)n1	-2.5	5	0.8	-7	7	20	-2	2	6	-0.2
Cc1ccc2c(c1)N(CCC(=O)NC1CCCCC1C)C(=O)CO2 (stereo not drawn)	-0.7	1	1.0	6	17	7	-2	5	7	-0.2
COc1ccc(/C=N/NC(=O)C2(C)NC(C)(C)Cc3ccccc32)cc1 (stereo not drawn)	-0.3	2	1.4	-4	-12	x	0	3	9	-1.1
CC1(C)C(=O)NCCN1C(=O)CCCC(=O)O	-0.8	-5	-0.1	-3	3	-7	-1	1	-4	0.7
COc1ccc(CCNCc2ccncc2)cc1OC	1.6	0	-1.0	11	-4	-17	-6	6	-1	-1.0
CCc1nc(NCCCn2ccnc2)c2oc3ccccc3c2n1	x	-3	0.3	-3	17	-4	-2	20	-4	0.8
O=C(COC(=O)COc1ccccc1)NC1CCCc2ccccc21 (stereo not drawn)	-4.3	-4	-0.7	6	33	3	1	2	3	i

These rows are one share of the data; rates above refer to the full screens.
